Polio RdRp inh: inhibitors of poliovirus RNA polymerase binding and polymerization; P03300; poliovirus polymerase elongation, fluorescence polarization; stronger effect = lower value; % elongation, % (compound at 16.7 µg/mL); actives 0.66% (n = 150,000); AID 588519; in the data active = % elongation below about 90%; also: some results filed as inactive read as strong as hits
Target sequence (P03300 1749-2209 limits assumed): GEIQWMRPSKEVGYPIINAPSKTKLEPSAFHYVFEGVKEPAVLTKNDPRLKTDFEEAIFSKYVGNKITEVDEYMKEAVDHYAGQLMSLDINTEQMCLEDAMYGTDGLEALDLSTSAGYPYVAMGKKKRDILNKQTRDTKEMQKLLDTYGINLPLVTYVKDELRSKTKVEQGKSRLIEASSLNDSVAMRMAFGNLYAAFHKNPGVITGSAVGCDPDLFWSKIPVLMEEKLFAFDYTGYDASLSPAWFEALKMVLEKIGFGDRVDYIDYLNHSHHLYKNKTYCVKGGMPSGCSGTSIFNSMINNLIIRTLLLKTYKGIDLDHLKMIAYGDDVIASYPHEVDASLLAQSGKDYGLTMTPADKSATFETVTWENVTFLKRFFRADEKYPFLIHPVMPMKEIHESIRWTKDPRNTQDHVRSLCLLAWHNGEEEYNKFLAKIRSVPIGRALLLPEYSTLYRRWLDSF
Polio RdRp inh FP z-score: recorded beside Polio RdRp inh, whose call it bears; z-score; measured here: FP z-score; hits read low
* hit, by the source's call. This is a subset; rates above refer to the full screens.

SMILES | Polio RdRp inh | Polio RdRp inh FP z-score
O=C1CN(C(=O)/C=C/c2cccs2)c2ccccc2N1 | 105 | 0.3
O=C(NCCc1csc2nc(-c3cccc(F)c3)nn12)c1ccc(Br)o1 | 112 | 1.3
Clc1ccc(NC2CCCCC2)nn1 | 104 | 0.5
ON=C1CCC2CC1CC/C2=N\O | 105 | 0.4
CN(C)c1ccc(CNc2nc3ccccc3n2C)cc1 | 100 | -0.7
CCOC(=O)c1ccc(NC(=O)c2ccc(=O)[nH]c2)cc1 | 108 | 0.7
O=C(CN(Cc1ccccc1)C(=O)Cn1nnc(-c2ccc(F)cc2)n1)NC1CCCC1 | 103 | 0.5
CCc1n[nH]c(=S)n1/N=C/c1ccsc1 | 104 | 0.4
CN(C)C(=S)Nc1ccccc1N1CCOCC1 | 98 | -0.8
CSC1=C(C#N)C(c2ccc(C(C)C)cc2)CC(=O)N1 (centres undefined) | 105 | 0.2
O=c1c2cnn(-c3ccccc3)c2ncn1/N=C/c1ccncc1 | 100 | -0.3
COc1ccc(C2=NN(CC(=O)NCC3CCCO3)C(=O)CC2)cc1 (centres undefined) | 99 | -1.4
O=c1cccc2n1CC1CC2CN(C(=S)Nc2ccccc2)C1 (centres undefined) | 101 | 0.5
CCOc1ccc(NC(=O)CSc2nnc(-c3ccc(OCC)cc3)o2)cc1 | 108 | 0.1
CC(C)C1=NC(C(F)(F)F)(C(F)(F)F)NN1c1ccccc1 | 100 | -0.6
CCCOc1cccc(C2c3c(oc4ccc(F)cc4c3=O)C(=O)N2CCc2ccc(OC)cc2)c1 (centres undefined) | 107 | 0.4
N#CC1=C(N)SC2CSCC2=C1 (centres undefined) | 100 | -0.1
CCOc1ccc(NC(=O)CC2C(=O)N(c3ccccc3)C(=O)N2CCc2cccs2)cc1 (centres undefined) | 104 | -0.1
Cc1ccn2c(Nc3ccc(F)cc3)c(-c3ccc(C)o3)nc2c1 | 105 | -0.1
CCCN(CCC)C(=O)Nc1cn(CC(C)C)c(=O)c2ccccc12 | 97 | -0.9
Cc1c(-c2nsc(NC(=O)c3ccccc3)n2)nnn1-c1ccc(C(F)(F)F)c(Cl)c1 | 101 | -1.3
OC(c1ccc(-c2ccccc2)[nH]1)C(F)(F)F (centres undefined) | 109 | 1.2
O=C1CC(c2ccco2)Sc2nc(-c3ccc(F)cc3)nn21 (centres undefined) | 101 | -0.2
Cc1ccc(S(=O)(=O)CC(=O)Nc2sc3c(c2C#N)CCCC3)cc1 | 102 | -1.1
Cc1csc2ncc(C(=O)N(C)c3ccccc3)c(=O)n12 | 100 | -1.1

Given in markdown: seven of the compounds above.
| SMILES | Polio RdRp inh | Polio RdRp inh FP z-score |
| --- | --- | --- |
| Cc1csc2ncc(C(=O)N(C)c3ccccc3)c(=O)n12 | 100 | -1.1 |
| OC(c1ccc(-c2ccccc2)[nH]1)C(F)(F)F (centres undefined) | 109 | 1.2 |
| Cc1ccc(S(=O)(=O)CC(=O)Nc2sc3c(c2C#N)CCCC3)cc1 | 102 | -1.1 |
| O=C1CC(c2ccco2)Sc2nc(-c3ccc(F)cc3)nn21 (centres undefined) | 101 | -0.2 |
| O=C(CN(Cc1ccccc1)C(=O)Cn1nnc(-c2ccc(F)cc2)n1)NC1CCCC1 | 103 | 0.5 |
| CN(C)c1ccc(CNc2nc3ccccc3n2C)cc1 | 100 | -0.7 |
| Clc1ccc(NC2CCCCC2)nn1 | 104 | 0.5 |

(cont.)
SMILES | Polio RdRp inh | Polio RdRp inh FP z-score
Cc1noc(C)c1Cn1nnc(-c2cccc(C(F)(F)F)c2)n1 | 105 | 0.3
CCC1=C(C)/C(=C\c2[nH]c(C)c(CC)c2C)N=C1C | 43 | -6.4
O=C(OCC(=O)N1CCc2ccccc2C1)c1cccnc1Cl | 101 | -0.2
O=C(O)CCN1Cc2ccccc2C1=O | 96 | -0.8
Cc1ccc(S(=O)(=O)c2cn(C)c3cc(N4CCCCC4)c(F)cc3c2=O)cc1 | 111 | 1
O=S(=O)(c1ccc(F)cc1)N(Cc1ccc2c(c1)OCO2)S(=O)(=O)c1ccc(F)c(F)c1 | 100 | -0.3
O=C(O)c1ccccc1OCCOc1ccccc1C(=O)O | 100 | -0.1
Cc1ccc(C(=O)O)cc1NC(=O)c1ccco1 | 103 | 0.8
CN1CCN(c2ccccc2/C=N/NC(=O)c2cccnc2)CC1 | 103 | 0.6
CC(C)(C)c1cc(-c2csc(-c3ccno3)n2)cc(C(C)(C)C)c1O | 106 | 0.5
CCN1C(=O)/C(=C/c2c(-c3ccccc3)[nH][nH]c2=O)C(=O)c2ccccc21 | 105 | 0.4
CCOc1cc(CN2CCN(c3cccc(C(F)(F)F)c3)CC2)ccc1OC | 100 | 0.3
Cc1ccc(S(=O)(=O)Nc2cc(C(=O)NCC3CCCO3)ccc2N2CCCCC2)cc1 (centres undefined) | 101 | 0.2
Cc1ccc(C)c(CSc2nc(-c3ccccc3F)nc3c2Cc2c(CO)cnc(C)c2O3)c1 | 109 | 0.4
CCOC(=O)c1[nH]c2ccccc2c1NC=O | 107 | 0.4
CCc1ccc(NC(=O)c2ccc3c(O)c(S(=O)(=O)c4ccc(Cl)cc4)c(=O)[nH]c3c2)cc1 | 104 | -0.2
CN(C)S(=O)(=O)c1ccc2c(c1)nc(CCC(=O)Nc1ccc3c(c1)OCO3)n2C | 104 | 0.2
Cc1cc(C)c(NC(=O)CSC2=NN3CCCC(=O)N=C3S2)c(C)c1 | 100 | 0
O=C(O)CC1CCS(=O)(=O)C1 (centres undefined) | 101 | -0.1
O=S(=O)(Nc1ccc2nc[nH]c2c1)c1ccccc1 | 98 | -0.6
CCN(C(=O)CCc1nc(-c2ccccc2F)no1)c1ccc(C)c(C)c1 | 104 | 0.5
CCN1CCN(C(=O)c2cc3cc(OC)ccc3oc2=O)CC1 | 100 | -0.2
CC(=O)NCC(c1cccs1)N1CCc2ccccc21 (centres undefined) | 104 | 0.7
CCOc1cc(N2CCOCC2)c(OCC)cc1NC(=O)CCNS(=O)(=O)c1cc(C)ccc1C | 103 | -0.4
O=C(Oc1ccc2c(c1)OCO2)c1ccco1 | 99 | -0.8
Continuation:
SMILES | Polio RdRp inh | Polio RdRp inh FP z-score
CCOC(=O)C1CCCN(C(=O)S(=O)(=O)c2ccc(-c3csc(C)n3)s2)C1 (centres undefined) | 100 | -0.4
Cc1cccc(OCC(=O)O/N=C(\N)c2ccncc2)c1 | 103 | 0.3
CCCC(=O)Oc1c(Sc2ccc(Cl)cc2)c(C)nn1-c1ccccc1 | 105 | 0.1
CC(C)CNC(=O)C(=O)Nc1c2c(nn1-c1ccc(Cl)cc1)CSC2 | 104 | -0.2
CCOC(=O)Cc1ccc(NC(=O)N2CCC(CN3CCc4ccccc4C3)CC2)cc1 | 103 | 0.2
COc1ccc(N2CCN(CCCNC(=O)CN3C(=O)CCSc4ccccc43)CC2)cc1 | 102 | -0.5
CCOc1ccc(/C=C/C(=O)Nc2cc3c(cc2N2CCCCC2)n(C)c(=O)c(=O)n3C)cc1 | 100 | -0.1
CCn1c(COC(=O)CCc2ccc(OC)c(OC)c2)nc2cc(S(=O)(=O)N(C)C)ccc21 | 106 | 0.5
CC(C)(C)C(=O)NC1(C(F)(F)F)C(=O)Nc2c1c(=O)[nH]c(=O)n2-c1ccccc1 (centres undefined) | 106 | 0.3
CCNC(=S)N1CCC(C(N)=O)CC1 | 102 | -0.2
CCCCCc1nn2cc(-c3ccccc3)nc2s1 | 104 | -0.5
COc1cc(Cl)ccc1OC(=O)c1cn(-c2ccccc2OC)c(=O)c2ccccc12 | 106 | 0.3
C=CCOC(=O)C1=C(C)NC(SCC(=O)OCC)=C(C#N)C1c1cccs1 (centres undefined) | 103 | 0.4
CCOc1cc(C(F)(F)F)c(C(=O)N(C)Cc2c(OC)cccc2OC)cn1 | 100 | -0.1
Cc1noc(C)c1COC(=O)/C(=C/c1cccs1)c1cccs1 | 104 | 0
CC(OC(=O)c1ccco1)C(=O)Nc1ccc(Cl)cc1 (centres undefined) | 104 | 0.2
COc1ccccc1CNc1ncnc2onc(-c3ccc(Cl)cc3)c12 | 109 | 0.4
COc1cccc(-c2nc(CS(=O)CC(=O)N3CCN(c4cccc(C(F)(F)F)c4)CC3)c(C)o2)c1 (centres undefined) | 111 | 0.9
CCCCS(=O)(=O)Nc1ccc(C(=O)OC(C)C)cc1 | 101 | -0.8
O=C(NC1CCCC1)c1ccc2c(c1)N(Cc1ccccc1)C(=O)CS2 | 100 | -0.7
CCc1cccc(C)c1NC(C)=O | 106 | 0.3
CSc1nn(Cc2ccc(Cl)cc2)c(N(C(C)=O)C(C)=O)c1S(=O)(=O)c1ccccc1 | 108 | 0.5
COc1ccc(NC(=O)Cn2cnc3sc(C)c(S(=O)(=O)N4CCN(c5ccccc5OC)CC4)c3c2=O)cc1OC | 106 | 0.3
CN(C)C(=O)COC(=O)c1cccc(CN2C(=O)c3ccccc3C2=O)c1 | 103 | 0.1
Cc1cc(C)c(/C=C/c2onc(C)c2S(=O)(=O)N2CCC(C(=O)Nc3ccc(Cl)c(C(F)(F)F)c3)CC2)c(C)c1 | 101 | -1.2
Continued.
SMILES | Polio RdRp inh | Polio RdRp inh FP z-score
CCOC(=O)/C(C#N)=C1\Nc2ccccc2C1=O | 104 | 0.7
Cc1cc(Cl)ccc1NC(=O)c1cc(S(=O)(=O)N2CCOCC2)cn1C | 102 | 0
CC(C)(C)OC(=O)N/N=C1\CCCCc2ccccc21 | 103 | -0.1
C#C[C@]1(OC(C)=O)CC[C@H]2[C@@H]3CCC4=C[C@@H](OC(C)=O)CC[C@@H]4[C@H]3CC[C@@]21C | 100 | 0
CC[C@H]1OC(=O)[C@H](C)[C@@H](O[C@H]2C[C@@](C)(OC)[C@@H](O)[C@H](C)O2)[C@H](C)[C@@H](O[C@@H]2O[C@H](C)C[C@H](N(C)C)[C@H]2O)[C@](C)(O)C[C@@H](C)[C@@H]2N[C@@H](COCCOC)O[C@H]([C@H]2C)[C@]1(C)O | 100 | 0.1
CCc1ccc(-c2cc(C)no2)cc1S(=O)(=O)NCc1ccco1 | 108 | 0.2
CC(=O)Nc1ccc(NC(=O)c2cc(=O)c3ccccc3o2)cc1 | 107 | -0.1
CCOc1ccccc1N(C)C(=O)c1c2c(nc3ccccc13)C(=O)N(C1CCCCC1)C2 | 102 | -0.3
O=C(O)CSc1ccc2c(c1)CCC2 | 101 | -0.1
OC(CN1CCN(c2ccc(C(F)(F)F)cn2)CC1)c1ccc(F)cc1 (centres undefined) | 100 | -0.4
COc1cccc(CNC(=O)CCNS(=O)(=O)c2ccc3c(c2)CCCC(=O)N3)c1 | 112 | 0.9
N#CCCCn1c(=O)oc2ccccc21 | 100 | -0.2
COc1ccc(OC)c(NC(=O)/C=C/c2ccc(C)o2)c1 | 103 | -0.6
CC(C)(C)c1ccc(S(=O)(=O)N2CCCC(C(=O)O)C2)cc1 (centres undefined) | 101 | -0.2
N#Cc1ccc(C=Nc2cccc3c(=O)[nH][nH]c(=O)c23)cc1 | 100 | 0
CCCCOc1ccc(C(=O)NCCc2sc(-c3ccc(OC)c(OC)c3)nc2C)cc1 | 117 | 2.4
CC1(C)CC(=O)C(C2c3ccccc3Oc3ccccc32)C(=O)C1 | 100 | -0.5
Cn1c(=O)c2c(n3ncnc13)NC(=O)CC2c1cccc(F)c1 (centres undefined) | 106 | 0.3
Fc1ccc(-c2noc3ncnc(Nc4ccc(F)cc4F)c23)cc1 | 102 | 0
CC(C)(C)C1(O)C=C(O)C(=O)N1c1cccnc1 (centres undefined) | 103 | 0
O=C(O)C(NS(=O)(=O)c1ccccc1)C(O)c1ccccc1 (centres undefined) | 102 | 0
COc1ccc(NC(=O)C(CC(C)C)NS(=O)(=O)c2ccc3c(c2)oc(=O)n3C)cc1Cl (centres undefined) | 101 | -1.7
CCc1ccc(NC(=O)C2=C(C)C(=O)OC23CCCCC3)cc1 | 108 | 1
OCc1nnc2c3ccccc3c(-c3ccccc3)nn12 | 105 | 1.4
O=C(NCCc1cccs1)c1ccc(Cn2c(SCc3cccc(F)c3)nc3cccnc32)cc1 | 114 | 1

The final 4 entries of the part above lead into the next:
SMILES | Polio RdRp inh | Polio RdRp inh FP z-score
COc1ccc(NC(=O)C(CC(C)C)NS(=O)(=O)c2ccc3c(c2)oc(=O)n3C)cc1Cl (centres undefined) | 101 | -1.7
CCc1ccc(NC(=O)C2=C(C)C(=O)OC23CCCCC3)cc1 | 108 | 1
OCc1nnc2c3ccccc3c(-c3ccccc3)nn12 | 105 | 1.4
O=C(NCCc1cccs1)c1ccc(Cn2c(SCc3cccc(F)c3)nc3cccnc32)cc1 | 114 | 1
NS(=O)(=O)c1ccc(CCNC(=O)Nc2cccc(Cl)c2)cc1 | 101 | 0
CCOC(=O)c1ccc(N2C(=O)C(C)C(Cc3cc(C)cc(C)c3)C2=O)cc1 (centres undefined) | 104 | 0.5
Cc1ccc2c(CN3C(=O)C4CC=CCC4C3=O)cc(=O)oc2c1C (centres undefined) | 102 | 0.1
CCN(c1ccc(NC(=O)COC(=O)c2ccc(N(C)C)cc2)cc1)C(C)C | 100 | -0.3
Nc1cc(C(=O)O)c2ccccc2n1 | 103 | 0.3
COc1ccc(C2=Nc3ccccc3N(CC(=O)Nc3cccc(C(C)=O)c3)C(=O)C2)cc1 | 120 | 3.2
COc1ccc(CNC(=O)CCc2cn(Cc3cc(C)ccc3C)c3ccccc23)cc1OC | 104 | -0.5
CCOC(=O)C1=C(C)N(c2ccc(OC)cc2)C(=O)/C1=C\c1ccco1 | 78 | -4.1
O=C(NCCOc1nnc(-c2ccccc2)o1)c1c(F)cccc1F | 105 | 1.4
O=C(Cn1c(=O)c2cccn2c2ccc(F)cc21)N1CCN(c2ccccc2F)CC1 | 103 | -0.7
COC(=O)c1ccc(C2C3=C(Nc4nnnn42)C(C2CCCCC2)CCC3)cc1 (centres undefined) | 102 | -0.1

Compound profiles, from the list above.
`Cc1ccc2c(CN3C(=O)C4CC=CCC4C3=O)cc(=O)oc2c1C` (centres undefined) across the screens: Polio RdRp inh: 102; Polio RdRp inh FP z-score: 0.1
`COC(=O)c1ccc(C2C3=C(Nc4nnnn42)C(C2CCCCC2)CCC3)cc1` (centres undefined) across the screens: Polio RdRp inh: 102; Polio RdRp inh FP z-score: -0.1

Bioassay records: PubChem BioAssay, ICCB-Longwood Screening Facility, Harvard Medical School
